Screening data: PubChem, National Center for Advancing Translational Sciences (NCATS)
HTT cytoprotect = protects HTT-Q103 PC12 cells, measured by ATP. PC12 HTT-Q103 induced, cytoprotection, ATP luminescence, 40 h. Potency, µM (doses to about 56.4 µM), for the others: cytoprotection (ATP increase), actives largely listed as activators. actives 0.14% (n = 230,000). AID 1471;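 note: potency is the fitted concentration of half-maximal effect; % of control where 0% means no effect; nearly all actives have a fitted effect of over 45% in size; toxic huntingtin expression switched on by the ecdysone agonist tebufenozide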
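Compounds were screened for protection of PC12 cells against cell death after tebufenozide induction (100 nM final) of mutant Huntingtin exon 1 (Q103) fused to GFP.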
SMN2 splice up = SMN2 splice variant enhancement; HEK293 SMN2-luciferase splicing reporter, luminescence, 30-36 h; Potency, µM (top dose mostly 46.1 µM), without a hit: at the top dose activity change, positive = activation, usual class: activators; actives 2.8% (n = 210,000); AID 1458; note: potency is the fitted concentration of half-maximal effect; % of control where 0% means no effect; nearly all actives have a fitted effect of over 55% in size
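HEK293 cells carry an SMN2 minigene-luciferase reporter in which exon 7 inclusion puts luciferase in frame. Cells were seeded at 2000 cells/well, attached for 10-12 hours, then exposed to compounds for 30-36 hours at 37C before ONE-Glo luminescence.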
HttQ103 aggreg = mutant huntingtin aggregation inhibition; PC12 HttQ103-GFP aggregates, Acumen cytometry, 40 h; actives 1.1% (n = 220,000); Potency, µM (doses to about 46.1 µM), without a hit: top-dose activity change, negative = inhibition, actives largely listed as inhibitors; AID 1688; note: potency is the fitted concentration of half-maximal effect; % is set by controls: 0 for no effect and ±100 for the full control effect; nearly all actives have a fitted effect of over 60% in size
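Multiplexed with ATP-based cell death, this channel scores GFP aggregates in PC12 cells expressing inducible HTTex1-Q103-GFP. Induction used 100 nM tebufenozide; compounds were tested in concentration series.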
CBFb-RUNX1 inh = blocks binding between human CBF-beta and RUNX1; Potency, µM (doses to about 59.8 µM), inactives show at the highest dose activity, negative = inhibition, actives largely listed as inhibitors; 230,000 tested, under 10 active; Q01196+Q13951; AlphaScreen CBFb-His/RUNX1-biotin binding, biochemical; note: % of control where 0% means no effect
Target sequence (Q01196 whole entry, looked up): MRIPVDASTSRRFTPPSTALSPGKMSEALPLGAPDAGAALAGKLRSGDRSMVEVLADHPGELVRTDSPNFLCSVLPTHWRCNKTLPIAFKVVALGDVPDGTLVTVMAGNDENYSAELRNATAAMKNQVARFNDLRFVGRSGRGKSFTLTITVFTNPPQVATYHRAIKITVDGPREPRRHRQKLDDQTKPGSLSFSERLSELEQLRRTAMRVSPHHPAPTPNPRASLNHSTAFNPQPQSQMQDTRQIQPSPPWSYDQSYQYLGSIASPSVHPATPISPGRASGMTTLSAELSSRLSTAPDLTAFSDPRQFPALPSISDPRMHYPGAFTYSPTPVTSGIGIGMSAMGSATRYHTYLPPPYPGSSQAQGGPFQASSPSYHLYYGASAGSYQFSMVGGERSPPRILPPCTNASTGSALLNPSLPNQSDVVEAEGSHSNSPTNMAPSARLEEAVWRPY
Target sequence (Q13951 whole entry, looked up): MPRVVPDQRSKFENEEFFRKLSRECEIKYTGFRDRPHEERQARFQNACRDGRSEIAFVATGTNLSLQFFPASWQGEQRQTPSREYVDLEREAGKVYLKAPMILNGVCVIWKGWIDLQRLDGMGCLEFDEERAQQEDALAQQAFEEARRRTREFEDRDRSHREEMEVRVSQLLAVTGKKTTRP
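His-tagged CBF-beta and biotinylated RUNX1 (30 nM each) were premixed 20 min at room temperature, exposed to compound for 15 min, then given nickel-chelate and streptavidin AlphaScreen beads (50 ng each). After 90 min, AlphaScreen signal was read.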
IMPase Li cell = IMPase inhibition in cells with lithium potentiation. CHO-M1 cells, IP1 TR-FRET (IP-One), carbachol + lithium. Potency, µM (series often up to 59.4 µM), inactives show at the highest dose activity, negative = IMPase inhibition, hits mostly inhibitors. actives 0.35% (n = 210,000);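 note: IP1 builds up when IMPase is blocked and the TR-FRET signal falls; potency is the fitted concentration of half-maximal effect; plate controls were basal vehicle for no effect and high inhibitor control for full effect; nearly all actives have a fitted effect of over 50% in size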
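Lithium-sensitised IP1 accumulation assay; M1-expressing CHO cells treated 30 min at 37C with compound. Competitive antibody detection by time-resolved FRET followed a 10 min room-temperature lysis step.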
Luc counter = blocks Kinase-Glo luciferase, a counter-screen artifact | Potency, µM (top dose mostly 38.3 µM), for inactives: at the top dose activity change, negative = inhibition, hits mostly inhibitors | actives 0.28% (n = 200,000) | Kinase-Glo luciferase, ATP luminescence, 8 min | AID 1379 | Q27757; note: potency is the fitted concentration of half-maximal effect; % is set by controls: 0 for no effect and ±100 for the full control effect; nearly all actives have a fitted effect of over 60% in size
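Luminescence was the read-out, taken after 8-minute incubation at ambient temperature. Luciferase turned over luciferin with 10 uM ATP in imidazole pH 7.2 buffer containing KCl, MgCl2, Tween 20 and BSA.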
Lamin A splicing = changes lamin A minigene splicing in HeLa cells; HeLa LMNA splicing GFP/RFP minigene ratio, 48 h; Potency, µM (highest dose often 46.1 µM), without a hit: top-dose ratio change, negative = inhibition, actives largely listed as inhibitors; actives 0.01% (n = 200,000); active = well fitted inhibition curve with a large enough effect in the signal ratio, with a control signal flat, not every such curve was filed as active; inconclusive = small, poorly fitted or top-dose-only effect, or effect the other way, or a change in a side signal; the % refers to the signal ratio; note: potency is the fitted concentration of half-maximal effect; % is set by controls: 0 for no effect and ±100 for the full control effect
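Read-out is the ratio of GFP to DsRed2 object intensity, acquired by 488 nm laser-scanning cytometry on HeLa lamin A-EGFP minigene reporter cells. Compound incubation 48 hrs at 37 °C in Opti-MEM with 2% FBS; DMSO 0.5% final.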
The depositor's hits bear a star; ? = inconclusive; . = not tested or not shown; & = joins results of further samples; [ ] = dose if it differs, or a comment. Unless noted, calls come from the whole dose curve; as a rule, active = well fitted curve in the direction sought with a large enough effect; inconclusive = small, poorly fitted or top-dose-only effect, or another doubt; inactive = no such curve, though single readings can be large; an effect the other way counts as inactive or inconclusive.

SMILES	HTT cytoprotect	SMN2 splice up	HttQ103 aggreg	CBFb-RUNX1 inh	IMPase Li cell	Luc counter	Lamin A splicing
O=C(Oc1c(Cl)cc(Cl)c2ccccc12)N1CCCCC1	8%	-13%	-20%	16%	23%[38.3 µM]	-1%	5%
CC(=O)NNc1ccccc1	6%	-16%	.	10%[21.7 µM]	21%	.	.
Cc1sc2ccccc2c1CC1=NCCN1	-29%	-11%	0%	-10%	9%	0%	?
O=C(Oc1ccc2cc(Br)ccc2c1)N1CCCCCC1	.	?	-17%	?	7%	-2%	?
Cc1ccccc1-n1c(-c2ccoc2)nc2ccccc2c1=O	-12%[10 µM]	-24%	?	1%	8%	-1%	.
CCCCC1(CCCC)C(=O)NC(=Nc2cccc(C)c2)NC1=O	-53%[inhibitor]	-30%[inhibitor]	?	0%	12%[38.3 µM]	-3%	?
CCNC(=O)NNC(=O)C1CC(c2cccnc2)=NO1 (stereo not given)	-9%	1%	11%[9.22 µM]	-1%	0%	3%	.
FC(F)(F)c1ccc2c(c1)nnn2C1CCN(Cc2nnnn2Cc2ccccc2)CC1	-9%[10 µM]	-37%[inhibitor]	?	17%	-4%[38.3 µM]	8%	?
O=C1NCN(c2ccccc2)C12CCNCC2	0%	1%	-26%	-2%	-21%[38.3 µM]	-3%	3%
CN(C)CCNC(=O)c1cccn(Cc2cccc(C(F)(F)F)c2)c1=O	-4%	10%	5%	5%	5%	-3%	.
O=C(Nc1ccc(Cl)cc1C(=O)c1ccccc1)c1ccc(Br)o1	10%	-20%	-2%	1%	20%[38.3 µM]	-2%	20%
CC(C)OC12Oc3ccccc3C=C1N1CCC2CC1 (stereo not given)	-4%	2%	2%	6%	8%[38.3 µM]	0%	3%
CN=C(SCC(=O)c1cccc(Cl)c1)c1c(O)n(C)c(=O)n(C)c1=O	-1%[10 µM]	.	-15%[9.22 µM]	-1%	.	.	.
CCc1ccccc1NC(=O)CNCc1ccccc1	.	-10%	.	4%	2%	-4%	-7%[46 µM]
O[N+]1=CC=CCC1=S.On1ccccc1=S.[Zn]	-343%[inhibitor]	-89%[inhibitor]	.	-4%	16%	-7%	.
Cc1ccc(-c2nn(C)c(=O)c3ccccc23)cc1CNC(=O)/C=C/c1ccccc1	-68%[inhibitor]	-20%	?	2%	15%[38.3 µM]	-3%	?
CC1CCN(S(=O)(=O)c2ccc(NN=C(C#N)C#N)cc2)CC1	14%	7%	16µM*	?	52%[activator][38.3 µM]	4%	-9%
Cn1c(O)c(C=NCCc2c[nH]c3ccccc23)c(=O)n(C)c1=O	-13%	-7%	11%	-4%	-3%[38.3 µM]	-2%	?
O=C(NCC(c1cccnc1)N1CCN(c2ccc(F)cc2)CC1)Oc1ccccc1 (stereo not given)	16%[10 µM]	-30%[inhibitor]	-29%	2%	23%	-1%	-4%
C=CC[N+]1(C)C2CCC1CC(O)C2 (stereo not given)	2%	-17%	-3%	-5%	-3%	0%	14%[46 µM]
O=C(CSc1ccccc1)N1CCC2(CC1)OCCO2	2%[10 µM]	13µM*	-5%	7%	3%	-1%	-10%
Cc1nc2ccc(Cl)cn2c1P(=S)(N1CCOCC1)N1CCOCC1	2%	-16%	-3%	-6%	2%[38.3 µM]	0%	14%
O=C(Nc1nc2ccccc2n1CCN1CCCC1)c1ccc(Cl)cc1	-31%	?	-28%	1%	3%[38.3 µM]	0%	?
CCCCc1ccc(C(=O)O)nc1	16%	15%	14%	5%	9%&14%&7%	-5%	?
CNC(C)Cc1ccccc1Sc1ccc(O)cc1 (stereo not given)	5%	-10%	-8%	-4%	0%[38.3 µM]	-1%	10%

Compounds listed so far containing an aryl thioether with sulfur outside any ring, in the order listed:
SMILES	HTT cytoprotect	SMN2 splice up	HttQ103 aggreg	CBFb-RUNX1 inh	IMPase Li cell	Luc counter	Lamin A splicing
O=C(CSc1ccccc1)N1CCC2(CC1)OCCO2	2%[10 µM]	13µM*	-5%	7%	3%	-1%	-10%
CNC(C)Cc1ccccc1Sc1ccc(O)cc1 (stereo not given)	5%	-10%	-8%	-4%	0%[38.3 µM]	-1%	10%

Continuation.
SMILES	HTT cytoprotect	SMN2 splice up	HttQ103 aggreg	CBFb-RUNX1 inh	IMPase Li cell	Luc counter	Lamin A splicing
Cc1ccc(C)c(NC(=O)CSc2nnc([C@@H](N)Cc3c[nH]c4ccccc34)o2)c1	-15%	-6%	-2%	-8%	-10%[38.3 µM]	3%	-3%
S=c1[nH]nc(C2CC2)n1Cc1ccco1	1%	19%	10%	7%	31%[activator][38.3 µM]	15%	-10%
NNC(N)=S	-2%	-10%	.	4%[21.7 µM]	3%	.	.
CC#CP(=O)(OCC)C(O)(c1ccccc1)C(F)(F)F (stereo not given)	-11%[0.074 µM]	-3%	-8%	9%	15%[38.3 µM]	2%	0%
CCC(=NCc1cccnc1)c1c(O)n(C2CCCCC2)c(=O)[nH]c1=O	-16%	-2%	4%	2%	35%[activator][38.3 µM]	-1%	-5%
CC(=NCc1ccc2c(c1)OCO2)c1c(O)n(-c2ccc(C)cc2)c(=O)[nH]c1=O	5%[10 µM]	.	-3%[9.22 µM]	6%	.	.	.
Cn1c(O)c(/C=N/Nc2ccccc2)c(=O)n(C)c1=O	-53%[inhibitor]	-38%[inhibitor]	-1%	-4%	4%	0%	-10%[9.22 µM]
COc1ccc2c(c1)C13CCCCC1C(C2)N(C)CC3 (stereo not given)	.	-9%	.	-5%	11%	-2%	?
CCN(CCNc1ccc([N+](=O)[O-])c2cccnc12)S(=O)(=O)c1ccccc1	?	.	4%	-2%	.	.	-24%
CC12CCCCC1N(O)CN2O (stereo not given)	-9%	0%	-7%	5%	5%[38.3 µM]	-1%	-7%
CCC(C(=O)O)C1CCC(C)C(C(C)C(O)C(C)C(=O)C(CC)C2OC3(C=CC(O)[C@@]4(CC[C@](C)(C5CC[C@@](O)(CC)C(C)O5)O4)O3)C(C)CC2C)O1 (stereo not given in full)	-308%[inhibitor]	-50%[inhibitor]	1.4µM*	25%	-4%	-3%	?
CN(Cc1ccccc1)Cc1ccccc1OC(=O)N(C)C	14%[0.074 µM]	.	-19%	2%	.	.	2%
CC(=O)OCC1=C(C(=O)[O-])N2C(=O)[C@@H](NC(=O)CCC[C@@H](N)C(=O)[O-])[C@H]2SC1.[Zn+2]	.	8%	.	-6%	3%	-1%	?
O=c1[nH]c(=S)n(Cc2ccc(F)cc2)c(O)c1/C=N/N1CCCCC1	12%[10 µM]	-23%	6%	7%	12%	-1%	-13%
CC(=NCc1ccco1)c1c(O)n(-c2ccc(C)cc2)c(=O)[nH]c1=O	4%[10 µM]	.	0%[9.22 µM]	3%	.	.	.
COC(=O)c1cn(C(=O)c2cccc3ccccc23)c2ccccc12	-9%[10 µM]	.	-19%[9.22 µM]	?	.	.	.
CC(=NCc1ccco1)c1c(O)n(-c2ccccc2C)c(=O)[nH]c1=O	-2%[10 µM]	.	18%[9.22 µM]	8%	.	.	.
CC(=O)NC(C)Cc1ccccc1 (stereo not given)	-3%	-34%	3%	-3%	42%[activator][38.3 µM]	1%	12%
COc1cc2c3cc1Oc1c(O)c(OC)cc4c1[C@@H](Cc1ccc(cc1)Oc1cc(ccc1O)C[C@H]3N(C)CC2)N(C)CC4	9%[10 µM]	-21%[9.22 µM]	.	.	14%	-6%[7.66 µM]	.
CN1CCN(CC(=O)Nc2ccc([N+](=O)[O-])cc2C(=O)c2ccccc2)CC1	27%[10 µM]	6%	22%	-5%	12%	-1%	?
O=C1NC(=O)N(Cc2ccccc2Cl)C(=O)/C1=C/N1CCOCC1	-12%[0.074 µM]	15%	-12%	1%	17%[38.3 µM]	4%	-1%
O=C(O)C(Cl)(Cl)Cl	-26%&0%	-4%&-2%	2%	17%&1%[21.7 µM]	-7%&2%	.	4%
Cc1ccc(-n2c(O)c(/C=C3/C(c4ccccc4)=Nc4ccccc43)c(=O)[nH]c2=O)cc1	-53%[inhibitor][10 µM]	.	11µM*	10%	.	.	?
CCN(CC)C(=O)c1ccc(N2C(=O)C3CC=C(Cl)CC3C2=O)cc1 (stereo not given)	-7%	4%	4%	8%	12%[38.3 µM]	3%	6%
O=C(CC1CCCCC1)N1CCC(c2nc(-c3ccc(S(=O)(=O)N4CCCC4)cc3)no2)CC1	-56%[inhibitor]	-53%[inhibitor]	?	0%	11%[38.3 µM]	6%	?
(next part)
SMILES	HTT cytoprotect	SMN2 splice up	HttQ103 aggreg	CBFb-RUNX1 inh	IMPase Li cell	Luc counter	Lamin A splicing
O=[N+]([O-])/C=C/c1c(OCc2ccccc2)ccc2ccccc12	-116%[inhibitor]	-79%[inhibitor]	?	3%	49%[activator][38.3 µM]	-3%	?
CCc1cccc2c(C#N)cn(CC(=O)N3CCOCC3)c12	-2%	15%	-14%	6%	6%[38.3 µM]	1%	17%
CCOC(=O)c1ccc2c(c1)n(CCO)c(C)[n+]2CC	1%[10 µM]	-3%	16%	-1%	-9%[38.3 µM]	-2%	13%
COc1cc2c(cc1OC)[C@@H]1C(=O)c3ccc4c(c3O[C@@H]1CO2)C[C@H](C(C)C)O4	-15%[10 µM]	.	-16%[9.22 µM]	-18%	.	.	.
O=[N+]([O-])c1ccc(N2CCNCC2)cc1N1CCCCC1	-3%[10 µM]	.	-2%[9.22 µM]	4%	3%	-1%	.
CCC(=NCc1ccco1)c1c(O)n(C)c(=O)n(C)c1=O	4%[10 µM]	.	9%[9.22 µM]	9%	.	.	.
CN(C(=O)Cc1ccc(Cl)c(Cl)c1)[C@H](CN1CCCC1)c1cccc(N=C=S)c1	-89%[inhibitor]	.	.	-3%[21.7 µM]	25%	-1%	.
COc1cc(C(=O)Nc2ccc(Br)cc2C(=O)c2ccccc2Cl)cc(OC)c1OC	-15%[10 µM]	-17%	-5%	-3%	2%	-2%	-5%
O=c1cccc2n1CC1CNC[C@H]2C1	-21%	-2%	.	-1%	3%&34%&4%	1%	?
OCCOCC#CCN1CCOCC1	-5%	-18%	-3%	1%	12%[38.3 µM]	3%	-8%

By substructure: the compounds so far with bromine (3)
SMILES	HTT cytoprotect	SMN2 splice up	HttQ103 aggreg	CBFb-RUNX1 inh	IMPase Li cell	Luc counter	Lamin A splicing
O=C(Oc1ccc2cc(Br)ccc2c1)N1CCCCCC1	.	?	-17%	?	7%	-2%	?
O=C(Nc1ccc(Cl)cc1C(=O)c1ccccc1)c1ccc(Br)o1	10%	-20%	-2%	1%	20%[38.3 µM]	-2%	20%
COc1cc(C(=O)Nc2ccc(Br)cc2C(=O)c2ccccc2Cl)cc(OC)c1OC	-15%[10 µM]	-17%	-5%	-3%	2%	-2%	-5%

An excerpt; rates above refer to the full screens.
